From PubChem BioAssay
NCOA1 inh = inhibitors of human steroid receptor coactivator 1 (SRC1) | AID 588354 | actives 0.12% (n = 360,000) | HEK293 GAL4-SRC1 luciferase reporter, luminescence | Q15788 | inhibition, % at 3.6 µM;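 active = inhibition above the campaign mean plus 3 SD, with each screening campaign given its own cutoff, cut at about 60% in these data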;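 also: 0% = DMSO treated cells and 100% = gossypol at 36 µM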
TWEAK Fn14 block = TWEAK-Fn14 signaling inhibition. TWEAK-stimulated Fn14 reporter cells, luciferase luminescence, 8 h. inhibition, % at 10 µM. actives 2% (n = 360,000); in the data active = inhibition above about 50%
NR5A2 inv ag = inverse agonists of human LRH-1 (NR5A2); O00482; HEK293T StAR-luciferase reporter, LRH-1 transfected, 24 h; inhibition, % at 3.6 µM; actives 0.13% (n = 360,000); AID 602396;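 active = inhibition above the mean inhibition of all tested compounds plus 3 SD, cut at about 73% in these data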;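 also: 0% = DMSO wells and 100% = reporter-only cells lacking LRH-1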
Target sequence (O00482 whole entry, looked up): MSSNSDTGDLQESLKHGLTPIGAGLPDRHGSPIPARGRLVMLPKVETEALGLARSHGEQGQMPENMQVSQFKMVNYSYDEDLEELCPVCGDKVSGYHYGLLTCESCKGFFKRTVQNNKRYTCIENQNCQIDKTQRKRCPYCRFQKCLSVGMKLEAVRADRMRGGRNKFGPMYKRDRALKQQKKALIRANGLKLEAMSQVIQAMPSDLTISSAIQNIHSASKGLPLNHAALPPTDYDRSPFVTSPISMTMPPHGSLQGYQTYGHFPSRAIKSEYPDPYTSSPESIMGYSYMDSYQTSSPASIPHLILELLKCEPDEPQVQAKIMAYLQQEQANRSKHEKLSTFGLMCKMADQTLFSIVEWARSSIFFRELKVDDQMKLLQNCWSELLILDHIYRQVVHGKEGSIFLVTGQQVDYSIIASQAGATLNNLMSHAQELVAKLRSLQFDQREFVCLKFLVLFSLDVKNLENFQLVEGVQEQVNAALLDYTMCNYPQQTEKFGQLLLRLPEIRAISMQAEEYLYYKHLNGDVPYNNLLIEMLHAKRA
KKLEB cytotox = counter-screen for CF NF-kB inhibitors: cytotoxicity | KKLEB CF airway cells viability, ATPlite luminescence, overnight; hits give low values; cells stimulated with P. aeruginosa culture filtrate | activity change (cytotoxicity), % at 5 µM | actives 0.36% (n = 360,000);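 active = corrected activity change at or below -50% at 5 µM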
TROY NFkB inh = blocks TROY-dependent signaling in reporter cells; Q293 LMP1-TROYcd NF-kB luciferase reporter, 4 h; inhibition, % at 10 µM; actives 0.98% (n = 360,000);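 active = compounds whose plate-normalised and pattern-corrected inhibition of the luciferase reporter signal at the single screening dose is 50% or more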
COUP-TFII inh = blocks human COUP-TFII nuclear receptor; actives 0.7% (n = 370,000); inhibition, % at 8.6 µM; HEK293T NGFI-A luciferase reporter, luminescence; P24468;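 active = inhibition above a per-plate cutoff, mean inhibition of test wells between control levels plus 3 SD, cut at about 38% in these data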;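 also: cells cotransfected with COUP-TFII expression vector driving the NGFI-A reporter; 0% = median of COUP-TF2 test wells and 100% = reporter-only cells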
Target sequence (P24468 whole entry, looked up): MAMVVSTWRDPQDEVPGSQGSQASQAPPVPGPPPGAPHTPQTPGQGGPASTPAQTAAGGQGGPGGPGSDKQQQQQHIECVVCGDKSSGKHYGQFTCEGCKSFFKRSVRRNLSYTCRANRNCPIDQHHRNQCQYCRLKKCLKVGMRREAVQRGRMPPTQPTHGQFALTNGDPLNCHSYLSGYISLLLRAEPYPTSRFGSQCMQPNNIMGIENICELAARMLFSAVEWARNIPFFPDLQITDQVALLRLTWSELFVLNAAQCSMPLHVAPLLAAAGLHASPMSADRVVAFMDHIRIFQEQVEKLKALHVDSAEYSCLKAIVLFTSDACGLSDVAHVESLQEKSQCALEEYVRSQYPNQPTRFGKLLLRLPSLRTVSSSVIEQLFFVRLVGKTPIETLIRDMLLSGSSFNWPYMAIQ
CF NFkB block = inhibitors of cystic fibrosis induced NF-kB | AID 588850 | inhibition, % at 5 µM | actives 0.86% (n = 360,000) | KKLEB NF-kB-GFP reporter, PAF-induced, GFP fluorescence overnight;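 active = at least 50% inhibition at 5 µM, scaled per plate between neutral and stimulator controls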;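 also: PAF is a Pseudomonas aeruginosa culture filtrate used as stimulus; plate controls were PAF-stimulated DMSO wells for no effect and unstimulated DMSO wells for full effect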
C8 TRAIL sens = sensitizes caspase-8 expressing cells to TRAIL. NB7+C8 cells + TRAIL, ATPlite viability luminescence. inhibition (viability loss, TRAIL sensitization), % at 10 µM. actives 1% (n = 360,000). AID 624354;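 active = compounds causing at least 50% loss of cell viability in the single-dose screen, relative to plate controls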
SRC3 inh = inhibitors of human steroid receptor coactivator 3 (SRC3). Q9Y6Q9. HEK293 GAL4-SRC3 luciferase reporter, luminescence. inhibition, % at 3.6 µM. actives 0.17% (n = 360,000);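 active = inhibition above a per-campaign cutoff, the mean of all compounds plus 3 SD, cut at about 60% in these data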;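 also: 0% = DMSO-treated cells and 100% = gossypol-treated cells at 36 µM; higher means less SRC3-driven luciferase light from the GAL4 reporter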
EBV LMP1 NFkB = reduces LMP1-driven NF-kappaB luciferase signal | LMP1-induced NF-kappaB luciferase reporter cells, luminescence | inhibition, % at 12.5 µM | actives 0.69% (n = 350,000) | AID 504558; in the data active = inhibition above about 41%;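 also: 0% = neutral control wells and 100% = reference inhibitor control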
SRC2 inh = inhibits human steroid receptor coactivator 2. HEK293 GAL4-SRC2 luciferase reporter, luminescence. inhibition, % at 9 µM. actives 0.17% (n = 370,000);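 active = inhibition above the mean inhibition of all tested compounds plus 3 SD, set per campaign, cut at about 52% in these data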;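 also: 0% = DMSO treated cells and 100% = cells given Gossypol at 36 µM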
The depositor's hits bear a star; x = not tested or not shown.

SMILES | NCOA1 inh | TWEAK Fn14 block | NR5A2 inv ag | KKLEB cytotox | TROY NFkB inh | COUP-TFII inh | CF NFkB block | C8 TRAIL sens | SRC3 inh | EBV LMP1 NFkB | SRC2 inh
CN(C(=O)CS(=O)(=O)c1cn(CC(=O)N2CCOCC2)c2ccccc12)c1ccccc1 | -10 | 11 | 8 | -5 | 7 | 6 | -8 | 3 | -15 | -1 | -9
Cc1cccc(-n2c(C)cc(/C=N/NC(=O)c3cccc([N+](=O)[O-])c3C)c2C)c1 | -12 | 2 | 4 | -1 | 7 | -8 | 16 | 0 | 6 | 2 | 9
CN(C)CCNc1nc(Oc2cccc(F)c2)c2sccc2n1 | 18 | -4 | 3 | -10 | -12 | -12 | -2 | 9 | 8 | x | 6
O=[N+]([O-])c1ccccc1S(=O)(=O)N1CCCCC1 | 2 | -5 | 14 | 9 | -4 | 8 | 14 | -4 | 6 | -6 | 11
COc1cc(/C=C2\SC(=O)N(c3ccc(O)cc3)C2=O)cc(OC)c1OC | 18 | -1 | -4 | 12 | 16 | -7 | 2 | 13 | 22 | 3 | 13
CCOc1cc(C(=O)CCC(=O)OCC(=O)N2c3ccccc3NC(=O)C2(C)C)ccc1O | -4 | 6 | 22 | 7 | 7 | 0 | 13 | -4 | -7 | 3 | -5
CCOc1ccc(NC(=O)c2csc3c2CCCC3)cc1 | -94 | 0 | -141 | -7 | -43 | -51 | -9 | 38 | -77 | -41 | -44
Cc1c(NC(=O)CN2c3ccccc3CC2C)c(=O)n(-c2ccccc2)n1C (centres undefined) | 5 | -4 | -8 | -5 | 2 | 27 | -33 | -33 | 17 | -2 | 27
Cc1cc(NC(=O)c2ccc(N3C(=O)C4C5C=CC(C5)C4C3=O)cc2)no1 (centres undefined) | -12 | 5 | -16 | 5 | -2 | 19 | -3 | 24 | 2 | 2 | -11
COC(=O)c1cn(NC(=O)c2ccccc2[N+](=O)[O-])c(=O)c2ccccc12 | 19 | -9 | 5 | 3 | -13 | -18 | 2 | -1 | 16 | 4 | 3
COc1ccc(/C=N/NC(=O)C(=O)N2CCCCCC2)cc1 | -4 | 8 | -16 | 3 | 5 | 3 | -15 | -2 | 5 | 12 | -2
CCO[C@@H]1OC(C(=O)N2CCCCCCC2)=C[C@H](c2ccc(C(F)(F)F)cc2)[C@H]1CCCO | 5 | 1 | -1 | 5 | 2 | 7 | -10 | 7 | -6 | -15 | -2
COc1ccc(F)c(-c2nc(CN3CCN(C(=O)c4ccco4)CC3)c(C)o2)c1 | -20 | -20 | 7 | 4 | -17 | -3 | 18 | -10 | -2 | -3 | -6
CN(C)CCOc1ccc(/C(=C(/CCCl)c2ccccc2)c2ccccc2)cc1 | 23 | -9 | 12 | 1 | 15 | 21 | 21 | 17 | 21 | 5 | -19
CC(C)CCN1C(Nc2ccccc2)=NC[C@@H]1Cc1ccccc1 | 2 | -1 | 1 | -2 | -22 | -17 | 8 | 10 | 2 | 1 | 8
CCCn1c(=N)c(S(=O)(=O)c2ccccc2)cc2c(=O)n3cccc(C)c3nc21 | -2 | -3 | 25 | -2 | 0 | 0 | -14 | 1 | 10 | -11 | -9
CCS(=O)(=O)c1nc(S(=O)(=O)c2ccc(C)cc2)c(NCc2ccccn2)s1 | -4 | 15 | -13 | -12 | -9 | -13 | 13 | -2 | 13 | -5 | -27
CCc1ccc(C(=O)CCC(=O)Nc2cccc(S(=O)(=O)N3CCCCC3)c2)cc1 | -1 | -1 | -8 | -7 | 16 | 3 | 11 | 3 | 2 | 10 | 15
Cc1ccc2c(c1)cc1c(=O)n(CC(=O)N(C)c3ccccc3)nc(C)n12 | 0 | 10 | 3 | -26 | -5 | 20 | 12 | 1 | -33 | -6 | -8
CCCCC(=O)Nc1ccnc(-c2cccnc2)n1 | 6 | 8 | -11 | 6 | 15 | 12 | 7 | 11 | 0 | -4 | -1
CC(C)(C)C1CCC(C(=O)NCC(c2cccs2)N2CCOCC2)CC1 (centres undefined) | -2 | 7 | -15 | -2 | -5 | -7 | 22 | -2 | 4 | -1 | 9
Cc1ccc(Oc2ncccc2/C=N/OCc2ccc(Cl)c(Cl)c2)cc1 | -14 | -19 | -1 | -6 | -22 | -5 | 1 | 3 | -2 | 0 | -5
COC(=O)c1ccc(/C=C/c2ccc3cccc(OC(C)=O)c3n2)cc1 | -84 | -3 | -132 | 21 | -3 | -27 | -10 | 46 | -65 | -23 | -36
CCOc1ccccc1NC(=O)CSc1nnnn1C1CCCC1 | 2 | 5 | 0 | 4 | 5 | 1 | 0 | 4 | 4 | -4 | -29
CCCCn1nnnc1C(c1ccccc1)N1CCc2ccccc2C1 (centres undefined) | x | 5 | 12 | x | -1 | 22 | x | 5 | x | x | -9

Look-ups from above:
Under KKLEB cytotox, `CCc1ccc(C(=O)CCC(=O)Nc2cccc(S(=O)(=O)N3CCCCC3)c2)cc1` reads -7
Under NR5A2 inv ag, `CCS(=O)(=O)c1nc(S(=O)(=O)c2ccc(C)cc2)c(NCc2ccccn2)s1` reads -13

Remaining list, next part:
SMILES | NCOA1 inh | TWEAK Fn14 block | NR5A2 inv ag | KKLEB cytotox | TROY NFkB inh | COUP-TFII inh | CF NFkB block | C8 TRAIL sens | SRC3 inh | EBV LMP1 NFkB | SRC2 inh
Cc1c(Br)c([N+](=O)[O-])nn1CC(=O)NCc1ccccc1 | -7 | 22 | -7 | 5 | -10 | -5 | 11 | -13 | 9 | -7 | 20
Cc1ccc(/C(O)=C2\C(=O)C(=O)N(C)C2c2cccc([N+](=O)[O-])c2)cc1 (centres undefined) | 1 | -9 | 11 | -15 | -9 | -10 | 2 | -3 | -28 | 8 | -20
COc1ccc(-c2nc3ccccc3c(=O)n2CCOc2c(C)cccc2C)cc1 | -9 | -4 | -16 | -14 | -44 | -4 | 19 | 2 | -8 | -2 | 15
COc1ccc(Oc2ncnc3c2ncn3Cc2ccccc2)cc1 | -11 | -5 | -27 | 0 | -37 | -31 | 4 | -4 | -13 | -1 | 9
Cn1c(Cn2nnc3ccccc32)nnc1SCC(=O)c1ccccc1F | -12 | 3 | -12 | -3 | -5 | -15 | 4 | -10 | -20 | 2 | -25
COC(=O)C(NC(=O)C(NC(=O)C1CCC(C)CC1)C(C)C)C(C)C (centres undefined) | -26 | -6 | 9 | -12 | -5 | -6 | 16 | 10 | 8 | 5 | 0
C/C(=N\Nc1nc(C)cc(=O)[nH]1)C1CC1 | 2 | -6 | 4 | -8 | -7 | 0 | 11 | -4 | 0 | 8 | -4
O=C(CSc1nnc(COc2ccc(Cl)cc2)o1)Nc1nccs1 | -11 | -1 | 15 | -5 | -52 | -15 | -20 | 3 | -11 | -2 | -27
COc1ccc(C(NC(=O)C2CCN(Cc3cc(OC)cc(OC)c3)CC2)c2ccccn2)cc1 (centres undefined) | -7 | -12 | -3 | 5 | 6 | 3 | -18 | -6 | -13 | x | 7
Cc1ccc(C)c2[nH]c(=O)c(CCNC(=O)c3ccc(S(=O)(=O)N4CCOCC4)cc3)cc12 | -4 | -6 | -18 | -2 | -9 | 9 | -18 | -15 | 8 | 5 | 16
CCOC(=O)Cn1nnc(-c2cccc(OC)c2)n1 | 0 | -1 | -13 | 11 | -67 | -25 | -1 | -14 | -29 | -5 | -17
CC(=O)Nc1ccc(C=NNC(=O)c2ccc(NS(=O)(=O)c3cccs3)cc2)cc1 | 1 | -12 | 12 | 8 | 8 | 3 | -10 | -1 | -2 | 8 | -16
CCN(CC)C(=O)C12CC3CC(CC(Br)(C3)C1)C2 | 3 | 6 | -4 | 7 | 0 | 10 | -26 | -5 | 15 | -5 | -50
COc1ccc2nc(NC(=S)N(C)C)sc2c1 | -97 | 32 | -98 | 1 | -22 | 27 | -11 | 32 | -50 | 8 | 0
O=C(Nc1ccc(F)cc1F)N1CCN(C(=O)c2ccco2)CC1 | 2 | 3 | 4 | -7 | 0 | 7 | 14 | -4 | -12 | -4 | -4
CCN(CC)CCCNc1cc(C(F)(F)F)c(C#N)c2nc3ccccc3n12 | 2 | -18 | -31 | 0 | 2 | 10 | -20 | 10 | 6 | -3 | -19
O=C(CN1CCCCCCC1)N/N=C/c1ccc(F)c(F)c1 | -12 | 12 | 14 | 3 | -5 | 0 | 13 | -6 | 3 | 4 | -24
CCC(=O)Nc1cc(C)c(NC(=O)C23CC4CC(CC(C4)C2)C3)cn1 | -7 | -27 | 4 | 20 | -1 | 5 | -10 | -4 | -8 | 1 | -6
COc1cccc(OC)c1C(=O)Nc1cccc(-c2ccc(N3CCOCC3)nn2)c1 | -65 | -15 | -97 | -5 | -46 | -40 | 4 | 73* | -41 | 9 | -42
CCOc1ccccc1Cn1c(=O)oc2ccc(C)cc21 | -1 | -14 | 9 | 4 | -8 | -2 | 1 | -11 | -1 | 4 | -34
C/C(=N\NC(=O)CC(C)C)c1ccc(Cl)c(Cl)c1 | -4 | -15 | -17 | -7 | -6 | 6 | -8 | 7 | 1 | 0 | 7
CCOc1ccccc1NC=C1C(=O)OC(C)(C)OC1=O | 5 | -8 | -2 | 11 | -9 | -7 | -4 | 3 | 5 | 5 | -1
COc1cc(OC)cc(C(=O)N2CCN(C(=O)c3cccs3)CC2)c1 | -6 | 1 | -6 | -1 | -7 | 1 | 3 | 0 | 5 | 2 | 16
Cc1c(CCC(=O)O)c(=O)oc2cc(OCc3ccccc3F)ccc12 | 0 | -14 | -8 | -5 | -5 | 2 | 16 | -17 | -2 | 2 | -19
CC(C)Oc1c(Br)cc(Br)cc1/C=N/NC(N)=S | -23 | 33 | 17 | -25 | 40 | 29 | 14 | 5 | 26 | -51 | 25
Following part
SMILES | NCOA1 inh | TWEAK Fn14 block | NR5A2 inv ag | KKLEB cytotox | TROY NFkB inh | COUP-TFII inh | CF NFkB block | C8 TRAIL sens | SRC3 inh | EBV LMP1 NFkB | SRC2 inh
COc1cc(OC)c(C2N(c3cc(C)on3)C(=O)C3CCCN32)cc1OC (centres undefined) | 20 | 19 | -13 | 6 | -5 | 16 | 14 | -11 | 9 | -3 | -7
COc1cc(N=c2ssnc2Cl)cc(OC)c1 | 1 | 14 | -8 | -1 | 38 | -7 | 0 | -1 | 2 | 2 | 13
O=C(NCC1CCCO1)c1cccc(S(=O)(=O)Nc2ccccc2Cl)c1 (centres undefined) | 10 | 8 | 6 | -3 | 6 | -7 | 7 | 10 | 7 | 5 | -11
CCS(=O)(=O)NC(C)C(c1cccs1)N1CCN(c2ccc(F)cc2)CC1 (centres undefined) | 2 | -3 | 28 | 13 | 16 | 32 | 1 | -3 | 7 | -3 | 5
CC(=O)Nc1c(Cl)cnn(-c2ccccc2)c1=O | 1 | -16 | -8 | 1 | -2 | -4 | 42 | -12 | 5 | x | -7
CCCc1nc(SCc2cccnc2)c2c(=O)n(C)c(=O)n(C)c2n1 | -2 | 7 | 12 | 1 | 5 | 5 | 12 | 1 | 0 | 2 | 5
CCOc1ccccc1N(C(=O)c1ccccc1Cl)C1=NC(C)(C)CS1 | -5 | 3 | 6 | -4 | 5 | 1 | -3 | 2 | 12 | 1 | -10
COc1cccc(Nc2ncnc3ccc(Br)cc23)c1 | 51 | 63* | 25 | -14 | 35 | 18 | 62* | -7 | 52 | 27 | 46
CCOC(=O)CCC(=O)NCc1ccc2[nH]c(C)cc2c1 | 8 | 0 | -1 | 12 | -9 | -3 | 17 | -7 | 7 | -17 | 6
